Assay outcomes (PubChem BioAssay)
Rat MKP-3 inhibitors = inhibition of rat DUSP6 enzyme activity – biochemical, in vitro, primary screen (AID 425) | recombinant MKP-3 phosphatase activity, fluorescence; higher % means a stronger effect | actives 0.17% (n = 110,000) | one-dose inhibition, % at 20 µM; IC50 in µM for titrated hits; in the data active means inhibition above about 50%;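 further: plate controls were vehicle for no effect and reference inhibitor for full effect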
Hsp70 displacement = small molecules displacing fluorescent ligand from Hsp70 – biochemical, fluorescence polarization, primary screen (AID 583); actives 0.06% (n = 140,000); Hsp70 fluorescence polarization probe displacement, mP; higher % means a stronger effect; one-dose displacement, % at 20 µM; IC50 in µM for titrated hits; in the data active means displacement above about 50%;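 further: plate controls were vehicle for no effect and reference ligand for full effect; a part of the inactive calls stands beside numbers as strong as those of hits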
* hit, by the source's call; & = joins results of further samples. Not all compounds are listed; the hit share may differ from the screen's.

COc1ccc(CC2C(=O)N(c3ccccc3)C(=O)N(c3ccccc3)C2=O)c(OC)c1 was read as Hsp70 displacement -2.5%.
For CC(C)n1nnnc1CN1CCN(C)CC1 the results were Rat MKP-3 inhibitors -3.7% and Hsp70 displacement -0.3%.
CCOC(=O)c1c(C)n(COCCO)c2ccc(O)cc12 was read as Rat MKP-3 inhibitors -14.6% and Hsp70 displacement 0.1%.
`CCCC/C(=N\O)c1c[nH]c2ccccc12` gave Hsp70 displacement 8.3%.
`COC(=O)C1C2C(=O)N(c3ccc([N+](=O)[O-])cc3)C(=O)C12c1ccc(C)cc1` (stereo unspecified) gave Rat MKP-3 inhibitors 2.8% and Hsp70 displacement 4.8%.
`Cn1c(O)c(C=Nc2ccc3c(c2)CCC3)c(=O)n(C)c1=O` gave Rat MKP-3 inhibitors 6.9%&3.1% and Hsp70 displacement -1.2%&-3.7%.
`Cc1ccccc1-n1c(-c2ccco2)nc2ccccc2c1=O` gave Hsp70 displacement 8.9%.
CCc1ccc(/C=C2/C(=O)NC(=O)N(c3ccc(OC)cc3)C2=O)cc1 was read as Rat MKP-3 inhibitors 0.2% and Hsp70 displacement 0.2%.
`CC1(C)OC(c2ccccc2)=C/C(=C/C=C2C(=O)NC(=O)NC2=O)O1` gave Rat MKP-3 inhibitors 2.3% and Hsp70 displacement -63.3%.
For COC(=O)c1ccc(CN2CCN(Cc3ccccc3)CC2)cc1 the results were Rat MKP-3 inhibitors -12.4% and Hsp70 displacement -3.4%.
Cc1cc(OCC(=O)Nc2cc(C)nn2-c2ccccn2)c2c3c(c(=O)oc2c1)CCC3 was read as Rat MKP-3 inhibitors -6.4% and Hsp70 displacement -8.4%.
Screening O=C(CCS(=O)(=O)c1ccc(Br)cc1)N1CCC2(CC1)OCCO2 returned Rat MKP-3 inhibitors 5.2% and Hsp70 displacement -4.6%.
`Cc1cc(C=C2C(=O)NC(=O)NC2=O)c(C)n1-c1cccnc1` gave Rat MKP-3 inhibitors 0.4% and Hsp70 displacement -3.5%.
`Cc1nc2ccccc2c(=O)n1-c1ccc(-c2ccccc2)cc1` gave Rat MKP-3 inhibitors 3.0% and Hsp70 displacement -0.9%.
`COc1ccccc1-n1c(/C=C/c2c[nH]c3ccccc23)nc2ccccc2c1=O` gave Rat MKP-3 inhibitors 3.4% and Hsp70 displacement -2.4%.

Brought forward from above: 2 entries; new compounds follow.
`Cc1nc2ccccc2c(=O)n1-c1ccc(-c2ccccc2)cc1` gave Rat MKP-3 inhibitors 3.0% and Hsp70 displacement -0.9%.
`COc1ccccc1-n1c(/C=C/c2c[nH]c3ccccc23)nc2ccccc2c1=O` gave Rat MKP-3 inhibitors 3.4% and Hsp70 displacement -2.4%.
Screening c1ccc(CN2CCN(C3CCCCC3)CC2)cc1 returned Rat MKP-3 inhibitors 2.1% and Hsp70 displacement -0.7%.
O=C1CC[C@@]2(O)[C@H]3Cc4ccc(O)c5c4[C@@]2(CCN3CC2CC2)[C@H]1O5 was read as Rat MKP-3 inhibitors -7.5% and Hsp70 displacement 6.0%.
`N#CC(C#N)=Cc1cc([N+](=O)[O-])ccc1Cl` gave Rat MKP-3 inhibitors 3.9% and Hsp70 displacement 0.6%.
CCN1CCN(CC(=O)c2c(C)n(Cc3ccccc3)c3ccc(OC)cc23)CC1 was read as Hsp70 displacement 5.3%.
For Cc1ccc2c(c1)C1CN(C)CCC1N2C(=O)Cc1cccs1 (stereo unspecified) the results were Rat MKP-3 inhibitors -8.7% and Hsp70 displacement 0.0%.
Screening Cc1cc(OCC(=O)c2ccccc2)c2c3c(c(=O)oc2c1)CCC3 returned Rat MKP-3 inhibitors 4.2% and Hsp70 displacement -2.5%.
`CCn1c(O)c(C(=O)CC2NCCc3ccccc32)c(=O)n(CC)c1=S` (stereo unspecified) gave Rat MKP-3 inhibitors -9.7% and Hsp70 displacement -14.4%.
`ClCCNc1nc2ccc(Cl)cc2[nH]1` gave Hsp70 displacement 7.7%.
`CCC(C)(C)n1nnnc1C(c1cccs1)N1CC=C(c2ccc(F)cc2)CC1` (stereo unspecified) gave Rat MKP-3 inhibitors 0.2% and Hsp70 displacement -3.6%.
For O=C1NC(=O)C(C/C=C/c2ccccc2)C(=O)N1 the results were Rat MKP-3 inhibitors -4.7% and Hsp70 displacement -0.1%.
Screening N=c1c2c(n(Cc3ccc(Cl)cc3Cl)c3c1CCC3)CCCC2 returned Rat MKP-3 inhibitors -1.3% and Hsp70 displacement 0.5%.
Screening CN1C(=O)N(C)C(=O)C2(Cc3c(nc4ccccn4c3=O)N3CCC(Cc4ccccc4)CC32)C1=O (stereo unspecified) returned Rat MKP-3 inhibitors -3.7% and Hsp70 displacement -3.7%.
Screening COc1cccc(C(c2c(O)c3ccccc3oc2=O)c2c(O)c3ccccc3oc2=O)c1 returned Rat MKP-3 inhibitors 2.5% and Hsp70 displacement -4.6%.
Screening O=C(CCCN1CCC2(CC1)C(=O)NCN2c1ccccc1)c1ccc(F)cc1 returned Rat MKP-3 inhibitors -2.4% and Hsp70 displacement -1.8%.
Screening COc1ccccc1-n1c(/C=C/c2ccco2)nc2ccccc2c1=O returned Rat MKP-3 inhibitors 4.1% and Hsp70 displacement -0.3%.
Screening O=c1c2cc(I)ccc2nc(/C=C/c2ccccc2O)n1-c1ccccc1 returned Rat MKP-3 inhibitors 1.6% and Hsp70 displacement 3.8%.
C=CCn1cc(C=C2C(=O)NC(=O)NC2=O)c2ccccc21 was read as Rat MKP-3 inhibitors -3.6% and Hsp70 displacement -1.8%.
COc1ccc(CCNCc2ccncc2)cc1 was read as Rat MKP-3 inhibitors 0.3% and Hsp70 displacement 5.8%.
O=C(Cn1ncc2ccccc21)N1CCC2(CC1)OCCO2 was read as Rat MKP-3 inhibitors -4.3% and Hsp70 displacement -2.2%.
For N#CCCN1CN(c2ccc(Cl)cc2)CN/C1=N\[N+](=O)[O-] the results were Rat MKP-3 inhibitors 3.1% and Hsp70 displacement -3.0%.
`CC1(C)C2CC=C(CN3CCOCC3)C1C2` (stereo unspecified) gave Rat MKP-3 inhibitors -4.9% and Hsp70 displacement -0.1%.
Screening CC(=O)NC1(c2ccccc2)CC(C)N(C)CC1C (stereo unspecified) returned Rat MKP-3 inhibitors 2.6% and Hsp70 displacement 2.0%.
`CC(=NCc1cccnc1)c1c(O)n(-c2ccc(C)cc2)c(=O)[nH]c1=O` gave Rat MKP-3 inhibitors -3.5% and Hsp70 displacement 2.4%.
CN1C(=O)C(=Cc2ccc(-c3cc(C(=O)O)ccc3Cl)o2)C(=O)N(C)C1=O was read as Rat MKP-3 inhibitors 3.2% and Hsp70 displacement -4.4%.
Screening COc1cc(OC)cc(-n2nc(C(=O)N3CCC4(CC3)OCCO4)c3ccccc3c2=O)c1 returned Rat MKP-3 inhibitors 2.3% and Hsp70 displacement -2.9%.
`COc1ccc(CN2CCN(C(=O)Cc3ccccc3)CC2)c(OC)c1OC` gave Rat MKP-3 inhibitors -0.5% and Hsp70 displacement -2.0%.
CCCCn1c(O)c(C(CC)=NCCN2CCOCC2)c(=O)[nH]c1=O was read as Hsp70 displacement -2.1%.
CC(C)C12CN3CC(C(C)C)(CN(C1)C3c1cccnc1)C2=O (stereo unspecified) was read as Hsp70 displacement -3.1%.
For OC(Cc1ccccc1)(c1ccccc1)C1CN2CCC1CC2 (stereo unspecified) the results were Rat MKP-3 inhibitors 1.4% and Hsp70 displacement 7.7%.
Screening CCOc1ccc2nc(N3CCC(C(=O)N4CCC5(CC4)OCCO5)CC3)sc2c1 returned Hsp70 displacement -6.1%.

Fetched one by one from the entries so far, three records:
COc1ccc(CCNCc2ccncc2)cc1 was read as Rat MKP-3 inhibitors 0.3% and Hsp70 displacement 5.8%.
Screening CC(=O)NC1(c2ccccc2)CC(C)N(C)CC1C (stereo unspecified) returned Rat MKP-3 inhibitors 2.6% and Hsp70 displacement 2.0%.
For OC(Cc1ccccc1)(c1ccccc1)C1CN2CCC1CC2 (stereo unspecified) the results were Rat MKP-3 inhibitors 1.4% and Hsp70 displacement 7.7%.

Later entries:
Screening CCOc1ccccc1N=C1SCCCN1C returned Rat MKP-3 inhibitors -11.2% and Hsp70 displacement -1.0%.
`O=C(O)C12C3CCCC1C32c1ccccc1` (stereo unspecified) gave Rat MKP-3 inhibitors -10.7%&2.7% and Hsp70 displacement -3.3%&-1.5%.
Screening O=C1CC(N2CCC(n3c(=O)[nH]c4ccccc43)CC2)C(=O)N1Cc1ccccc1 (stereo unspecified) returned Rat MKP-3 inhibitors 3.6% and Hsp70 displacement -0.2%.
Screening CCCCn1c(=O)c(C(=O)NCc2ccncc2)c(O)c2ccccc21 returned Rat MKP-3 inhibitors -7.5% and Hsp70 displacement -4.2%.
Screening O=C(Cn1ncc2c3ccccc3n(Cc3ccccc3F)c2c1=O)N1CCC2(CC1)OCCO2 returned Rat MKP-3 inhibitors -0.9% and Hsp70 displacement 4.2%.
O=P1(NC2CCCC2)COc2ccccc2OC1 was read as Rat MKP-3 inhibitors -3.0% and Hsp70 displacement 3.7%.
Screening CC1(C)CN=C(NCc2ccccc2Cl)S1 returned Rat MKP-3 inhibitors 0.0% and Hsp70 displacement -4.6%.
Screening CCCCc1ccc(C=C(C#N)C#N)s1 returned Rat MKP-3 inhibitors 1.6% and Hsp70 displacement 4.6%.
Screening CN1CCC(OC(=O)C2c3ccccc3Oc3ccccc32)CC1 returned Rat MKP-3 inhibitors -0.6% and Hsp70 displacement -8.9%.
`O=C(Cc1ccccc1)N1CCN(C2CC3CCC2C3)CC1` (stereo unspecified) gave Rat MKP-3 inhibitors -1.6% and Hsp70 displacement 9.2%.

3 compounds from above, ordered by SMILES length, descending.
Screening O=C(Cn1ncc2c3ccccc3n(Cc3ccccc3F)c2c1=O)N1CCC2(CC1)OCCO2 returned Rat MKP-3 inhibitors -0.9% and Hsp70 displacement 4.2%.
Screening CCCCn1c(=O)c(C(=O)NCc2ccncc2)c(O)c2ccccc21 returned Rat MKP-3 inhibitors -7.5% and Hsp70 displacement -4.2%.
Screening CN1CCC(OC(=O)C2c3ccccc3Oc3ccccc32)CC1 returned Rat MKP-3 inhibitors -0.6% and Hsp70 displacement -8.9%.

Among those listed so far, 2 contain a COOH group.
CN1C(=O)C(=Cc2ccc(-c3cc(C(=O)O)ccc3Cl)o2)C(=O)N(C)C1=O was read as Rat MKP-3 inhibitors 3.2% and Hsp70 displacement -4.4%.
`O=C(O)C12C3CCCC1C32c1ccccc1` (stereo unspecified) gave Rat MKP-3 inhibitors -10.7%&2.7% and Hsp70 displacement -3.3%&-1.5%.
